PRMT1 FP inh: blocks human protein arginine methyltransferase 1; recombinant PRMT1, activity-based probe fluorescence polarization; AID 652257; inhibition, % at 2.79 µM; Q99873; 370,000 compounds, 1.3% hits;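 active means inhibition above about 21% made by adding two undisclosed values, limit read from the data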
TDP2 inh: TDP2 (human) inhibition, absorbance primary screen. AID 720702. recombinant TDP2, T5PNP hydrolysis, p-nitrophenol absorbance 415 nm. 370,000 compounds, 0.34% hits. inhibition, % at 12.8 µM;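 active means inhibition above the mean of all tested compounds plus 3 SD, set per campaign, cut at about 25% in these data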;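 further: 0% = DMSO with enzyme and 100% = buffer with substrate but no TDP2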
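System: recombinant human TDP2 / Amount: 120 nM TDP2 per well / Also added: 5 mM T5PNP chromogenic substrate / Doses: 12.8 µM single point, 1% DMSO / Incubation: 2 h at 37 °C / Detection: p-Nitrophenol epi absorbance / Evaluation: % inhibition relative to enzyme-containing and enzyme-free wells / Repeats: singlicate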
ABHD4 inh: ABHD4 (mouse) inhibition, primary FP screen. AID 720543. Q8VD66. inhibition, % at 8.92 µM. 370,000 compounds, 0.54% hits. purified mABHD4, FP-Rh probe fluorescence polarization;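 active means inhibition exceeding the mean over every tested compound plus 3 SD, cut at about 30% in these data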;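 further: 0% = plate median of compound wells and 100% = S159A mutant with DMSO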
Target sequence (Q8VD66 whole entry, looked up): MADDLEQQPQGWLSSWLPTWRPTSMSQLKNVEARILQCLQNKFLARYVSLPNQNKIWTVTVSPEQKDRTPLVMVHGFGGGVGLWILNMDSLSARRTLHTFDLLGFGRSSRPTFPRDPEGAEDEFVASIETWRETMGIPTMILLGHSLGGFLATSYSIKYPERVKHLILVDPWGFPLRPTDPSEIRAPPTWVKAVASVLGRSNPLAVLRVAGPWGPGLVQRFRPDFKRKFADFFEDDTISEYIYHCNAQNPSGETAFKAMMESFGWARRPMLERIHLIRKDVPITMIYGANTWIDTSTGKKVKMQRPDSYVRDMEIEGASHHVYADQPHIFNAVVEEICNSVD
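Assay system: mouse ABHD4 enzyme, wild type / Also added: fluorescent activity-based probe FP-Rh / Doses: single nominal dose of 8.92 µM, 0.89% DMSO final / Timing: 45 min compound pre-incubation plus 60 min probe step, 25 °C / Signal: FP readout, ex 525 nm / em 598 nm / Control set: S159A mutant/DMSO as 100%, compound-well median as 0%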
NR1D1 modulator: modulates human Rev-erb alpha binding to DNA. P20393. Rev-erbα–FITC-DNA binding, fluorescence polarization, 90 min. activity, % at 10 µM. 370,000 compounds, 0.79% hits;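 active means activity above about 14%, limit read from the data; passing the limit was not always enough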;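 further: 0% = DMSO wells with 35 nM protein and 100% = DMSO wells with 750 nM protein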
Target sequence (P20393 whole entry, looked up): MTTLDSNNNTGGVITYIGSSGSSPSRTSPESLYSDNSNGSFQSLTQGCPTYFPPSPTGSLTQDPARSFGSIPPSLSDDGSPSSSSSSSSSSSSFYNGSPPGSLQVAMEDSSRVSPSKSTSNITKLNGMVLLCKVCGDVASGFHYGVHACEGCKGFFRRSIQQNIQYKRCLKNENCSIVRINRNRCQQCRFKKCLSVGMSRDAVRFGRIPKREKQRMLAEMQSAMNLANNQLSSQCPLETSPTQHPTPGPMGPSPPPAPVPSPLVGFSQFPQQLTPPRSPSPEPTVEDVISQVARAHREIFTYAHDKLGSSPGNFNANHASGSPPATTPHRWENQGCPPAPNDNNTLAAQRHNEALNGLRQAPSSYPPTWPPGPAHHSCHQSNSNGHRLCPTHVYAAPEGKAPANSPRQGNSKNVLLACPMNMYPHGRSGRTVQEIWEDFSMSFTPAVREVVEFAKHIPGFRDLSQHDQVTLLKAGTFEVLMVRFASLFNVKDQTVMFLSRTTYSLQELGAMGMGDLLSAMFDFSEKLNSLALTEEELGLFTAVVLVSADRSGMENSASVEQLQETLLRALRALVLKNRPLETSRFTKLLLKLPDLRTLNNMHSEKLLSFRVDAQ
TCR CD3 inh: blocks the human TCR-CD3 interaction; inhibition, % at 9.4 µM; 360,000 compounds, 0.37% hits; TAMRA-labeled TCR probe fluorescence, biochemical; in the data active means inhibition above about 19%;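 further: recombinant mutant TCR 2C K166C tagged with TAMRA read by polarization; 0% = receptor in buffer alone and 100% = receptor with positive control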
LEDGF integ inh: blocks HIV-1 LEDGF/p75-dependent DNA integration; TR-FRET IN-LEDGF/p75 DNA integration, Eu/Cy5; inhibition, % at 3.7 µM; 370,000 compounds, 0.64% hits;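 active means inhibition above the screen-wide mean plus 3 SD, cut at about 13% in these data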;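 further: signal is the Cy5 over europium emission ratio at 671 and 618 nm; 0% = plate median of compound wells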
HTRA1 inh: inhibitors of human serine peptidase HTRA1 | Q92743 | recombinant HTRA1, FP-rhodamine activity-based probe, fluorescence polarization | inhibition, % at 5.96 µM | 340,000 compounds, 0.5% hits | AID 504803; in the data active means inhibition above about 36%;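 further: 0% = enzyme with DMSO and 100% = wells lacking enzyme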
SIAE inh: inhibitors of human sialic acid acetylesterase SIAE; Q9HAT2; SIAE FP-Rh probe binding, fluorescence polarization; inhibition, % at 9.66 µM; 370,000 compounds, 0.69% hits; AID 1053197;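 active means inhibition above a cutoff: mean of compounds within the control limits plus 3 SD of those, cut at about 17% in these data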;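 further: 0% = plate median of compound wells and 100% = probe without SIAE protein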
rCAG RNA binder: molecules binding r(CAG) RNA repeats; r(CAG) RNA repeat, TO-PRO-1 dye displacement fluorescence; inhibition, % at 3 µM; 370,000 compounds, 1.3% hits;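 active means inhibition above the plate cutoff, the mean of all test compounds on that plate plus 3 SD, cut at about 35% in these data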;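 further: 0% = DMSO alone and 100% = 100 µM mitoxantrone as full dye displacement; higher means more dye released from RNA so lower well fluorescence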
PG9 Ab binder: PG9 antibody binding by small molecule. 360,000 compounds, 0.43% hits. TR-FRET gp120-PG9 antibody binding. inhibition, % at 6.7 µM; in the data active means inhibition above about 8.5%
* marks the source's active call; other numbers are inactive results; · = no result given; & = joins results of further samples.

SMILES | PRMT1 FP inh | TDP2 inh | ABHD4 inh | NR1D1 modulator | TCR CD3 inh | LEDGF integ inh | HTRA1 inh | SIAE inh | rCAG RNA binder | PG9 Ab binder
CC(=O)Nc1cnc(-c2cc(C)c(O)c(C)c2)cn1 | 5.6 | 9.9 | 1.6 | -2.5 | -1.4 | 2.8 | · | 5.4 | 0.0 | -0.9
O=C(COC(=O)CNC(=O)c1ccco1)Nc1ncc(Cl)cc1Cl | 35.2* | -7.9 | 2.7 | -1.7 | 8.0 | 12.9 | 6.9 | -5.6 | 9.8 | -0.2
COc1ccccc1C(=O)COC(=O)c1cccc(-n2cnnn2)c1 | 2.0 | 4.5 | -0.1 | 4.3 | 4.7 | -2.6 | -5.0 | 0.9 | 4.8 | 0.4
Clc1ccc2c(c1)[C@H]1OCC[C@H]1[C@@H](c1ccco1)N2 | 18.4 | 1.0 | -3.5 | 3.1 | -7.6 | 7.2 | 4.2 | 10.4 | 1.0 | -1.8
COCCCC/C(=N\OCCN)c1ccc(C(F)(F)F)cc1 | 1.7&-0.8&-0.3&-3.2 | 1.6&-5.8&-4.0&-0.4 | -1.0&-5.5&-3.2&3.0 | -0.1&-5.3&1.4&-5.3 | -0.2&-1.8&-3.9&6.8 | -1.1&0.7&-1.3&1.9 | 5.6&-1.2&0.5&7.7&1.2 | -3.4&-4.8&2.5&-2.2 | 5.6&8.7&5.5&7.3 | -0.6&-2.5&-1.9&-2.2
O=C(O)/C=C/c1nc(-c2ccccc2)n2ccccc12 | 18.6 | 8.5 | 6.8 | 3.1 | 7.7 | 2.5 | 10.4 | 4.6 | 14.4 | -4.3
O=C(CSc1ccc2nnc(-c3ccccn3)n2n1)Nc1cccc(F)c1 | -1.7 | 3.7 | 1.8 | 1.7 | 3.6 | 0.8 | -1.2 | 1.3 | 3.4 | -1.3
CCNC(=O)CN(CCc1ccccc1)S(C)(=O)=O | 1.6 | -4.1 | -5.1 | 7.0 | 6.0 | 0.5 | 2.5 | 2.1 | 3.2 | -1.0
CC(=O)N1CCN(S(=O)(=O)c2cccc(C(=O)Nc3cc(C(F)(F)F)ccc3N3CCOCC3)c2)CC1 | 7.0 | -22.5 | -17.5 | 5.4 | -6.9 | -6.0 | -1.3 | 2.7 | -1.9 | -0.4
O=C(NC(=S)Nc1ccccc1Br)C1CCCC1 | -2.1 | -8.3 | -9.4 | 1.0 | 1.1 | 3.3 | -9.0 | -8.6 | 0.8 | -2.1
CC1CCN(C(=O)CSc2nnc(Cc3cc(=O)[nH]c(=O)[nH]3)n2-c2ccc(Cl)cc2)CC1 | 2.0 | -2.2 | 5.5 | 6.3 | 3.8 | -2.2 | 4.2 | 5.9 | 2.1 | 2.1
CCCCN1C[C@H](c2ccc(OC)cc2)[C@@H](CC(=O)Nc2ccc(OC)cc2)C1=O | 4.2 | 1.3 | 2.4 | -1.3 | -2.1 | -4.7 | -6.7 | 1.4 | 2.9 | -2.7
CCNC(=O)COC(=O)CCC(=O)c1ccc(F)cc1 | 0.6 | -9.0 | -2.5 | -1.4 | 1.0 | 9.4 | -4.1 | 0.0 | -2.0 | -0.9
CCSc1cnnc2ccccc12 | -3.7 | 3.2 | -1.1 | 0.8 | 0.1 | -3.8 | 2.4 | 4.4 | 2.5 | 1.5
CCCCCCOC(=O)c1ccc(NC(=O)c2cc(OC)c(OC)c(OC)c2Br)cc1 | 5.0 | -10.5 | -31.4 | 7.3 | -4.8 | 0.7 | -43.8 | -25.6 | 2.5 | -0.3
CC(=O)Nc1ccc(NC(=O)CSc2nnc(NC(=O)C3CC(=O)N(c4ccc(F)cc4)C3)s2)cc1 (stereo not given) | 1.4 | 5.5 | -0.4 | 3.6 | 9.5 | 0.1 | -2.9 | -4.2 | 15.9 | 1.7
O=C(CN1C(=O)CSc2ncccc21)Nc1cccc(Cl)c1 | -3.4 | -0.4 | -6.5 | 6.8 | 6.5 | 4.7 | -12.4 | -0.3 | 8.6 | 0.7
CC(C)(C)OC(=O)N(CCc1ccccc1)Cc1ccc(OCc2cccc(NC(=O)/C=C/c3ccccc3)c2)cc1 | -5.4 | -9.4 | -4.2 | -1.1 | 2.1 | 5.2 | -25.7 | -0.3 | 10.3 | 1.1
O=C1[C@H]2[C@@H](C(=O)N1c1cccc3ccccc13)C1(C(=O)c3ccccc3C1=O)N1CCC[C@@H]21 | 5.9 | -7.6 | -0.5 | -5.9 | -3.6 | 4.0 | -0.1 | -1.4 | 4.1 | 3.1
O=C(CN1CCCC1)N1c2ccccc2Sc2ccc(Cl)cc21 | 0.4 | -6.5 | -6.5 | 2.7 | 0.7 | 0.7 | 1.3 | -2.4 | -3.2 | -2.4
CCN(CC)C(=O)C(C)OC(=O)COc1ccc(Cl)cc1C (stereo not given) | -3.0 | 7.3 | 4.0 | 5.2 | -3.0 | 1.8 | 5.6 | 2.0 | -7.4 | -1.7
O=c1nc2s/c(=C\c3ccco3)c(=O)n2nc1Cc1ccc(F)cc1 | 3.6 | -8.3 | -2.8 | 0.5 | -0.8 | -3.0 | 0.1 | -0.5 | 1.8 | 0.5
COCCCNC(=S)N/N=C/c1ccc(N(C)C)cc1 | -1.3 | -7.9 | 1.9 | 5.4 | 3.4 | -1.0 | 8.0 | -1.3 | -3.8 | -10.2
CC(C)(C)c1ccc(/C=C/C(=O)O)s1 | -1.9 | 2.3 | 0.6 | 8.1 | 1.8 | 0.9 | 8.7 | 4.4 | -1.1 | -0.5
CCN1C(=O)c2cccc3c(S(=O)(=O)N(C(=O)c4cccnc4)c4ccc(OC)cc4)ccc1c23 | -0.7 | -14.1 | -1.8 | -6.1 | 2.0 | -2.9 | -13.4 | 4.4 | -0.5 | 0.9

Next section.
SMILES | PRMT1 FP inh | TDP2 inh | ABHD4 inh | NR1D1 modulator | TCR CD3 inh | LEDGF integ inh | HTRA1 inh | SIAE inh | rCAG RNA binder | PG9 Ab binder
CCn1cc(CNC(=O)c2cccc([N+](=O)[O-])c2)cn1 | -0.9 | 7.5 | -5.6 | -2.2 | 3.4 | 0.1 | 1.8 | 11.4 | -0.1 | -3.1
COc1ccc(NC(=O)COC(=O)CCCC2=NS(=O)(=O)c3ccccc3N2)cc1 | -1.6 | -10.1 | -4.6 | 0.3 | 0.6 | 2.6 | 4.8 | 8.7 | 4.8 | 0.6
CCOC(=O)C1=C(N)OC(CCl)=C(C#N)C1c1ccsc1 (stereo not given) | 0.4 | 0.2 | -2.0 | -3.7 | 2.7 | 1.2 | -0.3 | 0.6 | 0.7 | 0.3
CCN(CC)C(=O)CN1C(=O)C2CCCCN2C(=O)c2ccccc21 (stereo not given) | 2.4 | -5.5 | 4.7 | -4.6 | · | -6.1 | · | 0.0 | 6.0 | ·
Cc1ccc(-c2cc(NC(=O)CSc3n[nH]c(N)n3)n(-c3ccccc3)n2)cc1 | -1.3 | 1.4 | -5.1 | -4.9 | 7.6 | 0.4 | -20.5 | -11.0 | 9.3 | 1.5
O=[N+]([O-])c1ccc(-c2nnc(CNC3CCCC3)o2)cc1 | 4.3 | 3.8 | 5.1 | -4.8 | -4.2 | 3.3 | 3.6 | 4.2 | 1.7 | -1.7
CCCOc1ccccc1N/C(N)=N/c1nc(C)cc(C)n1 | -1.8 | -0.6 | -9.5 | -3.8 | -7.4 | 0.7 | 3.1 | 5.9 | 17.5 | -2.1
O=C(CCSc1ccccc1)NC(=O)COC(=O)C1CCCCC1 | 3.2 | -7.2 | -4.9 | -5.0 | -0.8 | -3.0 | -16.9 | -2.5 | -5.2 | 0.6
CC1CN(S(=O)(=O)c2ccc(C(=O)Nc3nncs3)cc2)CC(C)O1 (stereo not given) | 3.5 | -2.1 | -1.4 | 1.5 | 4.7 | -1.0 | 0.1 | -1.4 | 4.9 | -0.9
Cc1cccc(N=Nc2ccc(O)c3ncccc23)c1 | 0.6 | 1.6 | 24.7 | 4.8 | 6.3 | -0.1 | 58.5* | 8.3 | 8.4 | -3.5
CS(=O)(=O)N1CCN(C(=O)c2ccc(Cl)s2)CC1 | -2.9 | 16.8 | -6.9 | -1.1 | 2.6 | 0.4 | -3.5 | 16.4 | -4.2 | -0.8
Cc1cc(C)c(C)c(S(=O)(=O)N2CCC(C(=O)NCC(c3ccccc3)N(C)C)CC2)c1C (stereo not given) | -3.0 | -1.5 | 4.8 | 2.1 | 3.1 | 2.1 | 3.6 | -1.3 | -11.4 | -2.1
CC1(C(=O)Nc2cccc3c2CCCC3)CCN1C(=O)CCc1ccc(Cl)cc1Cl (stereo not given) | -2.9 | -11.4 | -8.4 | -4.4 | 3.5 | 0.3 | · | -4.7 | 1.2 | -2.9
CCOC(=O)c1cc(NC(=O)c2ccc(Cl)cc2)c(=O)n2c1oc1ccc(Cl)cc12 | -1.7 | -16.2 | 1.9 | -3.5 | 4.2 | 3.1 | -0.5 | -3.4 | 2.9 | -3.1
O=C(NC12CC3CC(CC(C3)C1)C2)c1cc([N+](=O)[O-])ccc1N1CCOCC1 | 0.4 | 3.5 | 0.2 | -1.5 | 4.8 | -2.2 | -1.5 | 2.7 | -3.2 | 1.2
CCOC(=O)c1ccc(NC(=O)CNC(=O)c2ccco2)cc1 | -1.1 | -2.3 | -7.7 | -2.5 | -5.7 | 5.2 | -2.0 | -0.2 | 7.6 | 0.5
COc1ccc(NC(=O)C2CCCN(S(=O)(=O)c3cccc4nonc34)C2)cc1 (stereo not given) | 0.8 | 1.8 | 1.4 | 0.1 | -1.4 | -0.3 | 1.5 | -5.1 | 3.8 | -0.1
CCOC(=O)C1=C(C)N=C2SC=C(C)N2C1c1ccc(OC)cc1 (stereo not given) | -3.8 | -2.7 | -3.6 | -6.9 | -8.2 | 0.2 | -0.4 | 6.3 | -4.3 | 1.4
O=C1Nc2ccccc2C1=Nc1ccc2[nH]c3ccccc3c2c1 | 7.8 | 11.5 | 27.6 | 2.9 | 4.5 | -0.4 | 19.7 | 17.2* | 7.2 | -16.8
COCCNC(=O)C(=O)NCC1OCCN1S(=O)(=O)c1ccc(C)cc1 (stereo not given) | -1.5 | -2.3 | 2.1 | 6.7 | -2.2 | 2.8 | -0.5 | -0.4 | 0.5 | -0.3
CC(C)(C)c1ccc(NC(=O)CNC2CCCc3ccccc32)cc1 (stereo not given) | -0.4 | -2.4 | 0.4 | 0.3 | 5.0 | 0.9 | -9.0 | -6.3 | -5.3 | -2.8
CCC(CC)c1nnc(NC(=O)CC(C)c2ccccc2)s1 (stereo not given) | 2.0 | -8.5 | 4.2 | 3.5 | 4.0 | -3.8 | 2.6 | -12.1 | -6.3 | -0.9
CC(=O)c1ccc(NC(=O)CCCN2C(=O)/C(=C/C(C)=C/c3ccccc3)SC2=S)cc1 | -0.3 | 4.7 | -6.9 | 4.7 | 8.8 | 1.4 | -20.4 | 1.4 | 5.7 | -1.0

Screening data from PubChem BioAssay.

These rows are one share of the data; rates above refer to the full screens.
